Screening data deposited in PubChem BioAssay by National Center for Advancing Translational Sciences (NCATS).
TDP1 cell noCPT: qHTS for Inhibitors of human tyrosyl-DNA phosphodiesterase 1 (TDP1): qHTS in cells in absence of CPT. DT40 Tdp1-/- hTDP1 cells, no CPT, ATP luminescence, 48 h. Potency, µM (doses to about 46.2 µM), for inactives: at the highest dose activity change, negative = growth inhibition, actives largely listed as inhibitors. 15% of 420,000 active; note: nearly all actives have a fitted effect of over 55% in size
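Chicken DT40 Tdp1-/- cells complemented with human TDP1, screened without camptothecin (DMSO vehicle only), 400 cells/well. Compounds pin-transferred, cells incubated at 37 °C for at least 48 hr. Growth read as ATP-dependent luminescence (CellTiter-Glo, 30 min at RT).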
KAT2A inh: qHTS Assay for Inhibitors of GCN5L2; Potency, µM (doses to about 58.9 µM), without a hit: at the highest dose activity change, negative = inhibition, hits mostly inhibitors; 0.21% of 390,000 active; Histone acetyltransferase KAT2A (Homo sapiens), Q92830; AID 504327, 2011; GCN5L2 HAT assay, ThioGlo1 CoA-SH fluorescence
Target sequence (Q92830 whole entry, looked up): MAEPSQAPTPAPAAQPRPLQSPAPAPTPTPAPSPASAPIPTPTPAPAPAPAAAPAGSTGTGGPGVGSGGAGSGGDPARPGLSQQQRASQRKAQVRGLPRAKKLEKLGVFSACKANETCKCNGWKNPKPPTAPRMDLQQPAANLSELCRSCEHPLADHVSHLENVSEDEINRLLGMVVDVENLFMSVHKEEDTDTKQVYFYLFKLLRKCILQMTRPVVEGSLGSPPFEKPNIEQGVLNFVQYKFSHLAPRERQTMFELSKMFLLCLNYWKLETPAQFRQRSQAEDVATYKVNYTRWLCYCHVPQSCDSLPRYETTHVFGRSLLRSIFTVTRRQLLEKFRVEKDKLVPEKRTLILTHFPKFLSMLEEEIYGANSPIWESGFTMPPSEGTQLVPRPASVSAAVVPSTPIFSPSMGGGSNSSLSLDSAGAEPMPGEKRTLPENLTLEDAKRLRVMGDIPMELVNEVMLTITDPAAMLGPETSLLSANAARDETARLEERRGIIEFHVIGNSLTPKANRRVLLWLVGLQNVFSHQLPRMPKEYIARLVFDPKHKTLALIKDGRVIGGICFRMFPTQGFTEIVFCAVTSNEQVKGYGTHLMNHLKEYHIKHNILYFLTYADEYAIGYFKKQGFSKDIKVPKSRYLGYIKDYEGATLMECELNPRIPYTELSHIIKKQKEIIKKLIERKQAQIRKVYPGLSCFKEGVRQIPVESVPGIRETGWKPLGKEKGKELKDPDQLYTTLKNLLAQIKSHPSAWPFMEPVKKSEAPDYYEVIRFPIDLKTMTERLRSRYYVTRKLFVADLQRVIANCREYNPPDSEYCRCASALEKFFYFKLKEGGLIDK
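Fluorescence readout, Ex340nm/Em540nm: ThioGlo1 (50uM final) reacts with free CoA thiol released as 20nM GCN5L2 acetylates H3(1-25) peptide (75uM) using acetyl-CoA (70uM). Compound and enzyme sat 15 min beforehand; 20 min room-temperature reaction.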
TDP1 cell CPT: qHTS for Inhibitors of human tyrosyl-DNA phosphodiesterase 1 (TDP1): qHTS in cells in presence of CPT. Potency, µM (titrated, usually from 46.2 µM), for inactives: top-dose activity change, negative = growth inhibition, most hits filed as inhibitors. chicken DT40 Tdp1-/-;hTDP1 cells + 20 nM CPT, ATP luminescence, 48 h. 12% of 420,000 active; note: nearly all actives have a fitted effect of over 55% in size
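Cell growth measured by CellTiter-Glo luminescence after a minimum 48 h, 37 C compound exposure with 20 nM CPT in Tdp1-knockout DT40 cells stably expressing hTDP1, seeded 400/well; qHTS titration format.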
The depositor's hits bear a star; ? = inconclusive; . = no result given; & = joins results of further samples; [ ] = another dose, or the depositor's remark. Calls come from the whole dose curve; as a rule, active = well fitted curve in the direction sought with a large enough effect; inconclusive = small, poorly fitted or top-dose-only effect, or another doubt; inactive = no such curve, though single readings can be large; an effect the other way counts as inactive or inconclusive. % is set by controls: 0 for no effect and ±100 for the full control effect; potency is the fitted concentration of half-maximal effect. An excerpt, so the mix of outcomes need not match the whole.

The line under a structure holds: TDP1 cell noCPT, KAT2A inh, TDP1 cell CPT
Cc1cc(NC(=O)CS(=O)(=O)c2ccc(Cl)cc2)no1
→ -10%, -7%, 12%
CC(=O)Nc1ccc(C(=O)OCC(=O)Nc2ccc(N3CCOCC3)cc2)cc1
→ 21%, -7%, -1%
O=C(N=NC(=O)c1ccc2c(O)n(C3CCCCC3)c(O)c2c1)c1cccnc1
→ ?, -2%, ?
COc1cccc(NC(=O)CSC2=Nc3ccccc3C3=NC(CCC(=O)NC4CCCCC4)C(=O)N23)c1 (centres undefined)
→ ?, -3%, ?
C=CCNS(=O)(=O)c1cc(S(=O)(=O)NCC=C)c(OC)cc1OC
→ -2%, -4%, 32%[activator]
Cc1ccc(CN(C(=O)COc2ccc(Cl)cc2C)C2CCS(=O)(=O)C2)o1 (centres undefined)
→ 23µM*, -5%, ?
Cc1cc(C)c(C)c(S(=O)(=O)N2CCC(C(=O)NCc3ccco3)CC2)c1C
→ -11%, -2%, -6%
CN(CCO)c1nc(-c2cccs2)nc2ccccc12
→ ?, ., 18µM*
COc1cc(NC(=O)c2ccc3c(SCC(=O)O)c4c(nc3c2)CCC4)cc(OC)c1OC
→ 1%, -2%, -12%
COc1ccc(N2CCN(C(=O)c3cn(C)c(=O)c4c3c3ccccc3n4C)CC2)cc1
→ 15µM*, -2%, ?
CC(OC(=O)c1ccccc1OCCOc1ccccc1)C(=O)Nc1ccc(Br)cc1 (centres undefined)
→ -27%, ., 3%
O=C(O)CCN1C(=O)C2C3c4ccccc4C(c4ccccc43)C2C1=O (centres undefined)
→ 20%, 1%, ?
O=C(O)c1cc(NS(=O)(=O)c2ccc(N3CCCCC3)c([N+](=O)[O-])c2)cc(C(=O)O)c1
→ -11%, -5%, -23%
CCCc1[nH]n(-c2nc3ccccc3s2)c(=O)c1C=NCCCOC
→ 0%, -1%, -12%
O=S(=O)(/C=C/c1ccccc1)n1cnc2ccccc21
→ -6%, 1%, 3%
COc1ccc(N2CCN(c3ncnc4scc(-c5ccc(C)cc5)c34)CC2)cc1
→ ?, -10%, ?
O=C1N(CCCCN2C(=O)C3(OCCO3)c3ccccc32)c2ccccc2C12OCCO2
→ ?, -15%, ?
Cc1c(C(=O)NCc2ccc(Cl)cc2)sc2nc3n(c(=O)c12)CCCC3
→ 16µM*, ?, ?
COc1ccc(C(=O)COc2nc(C)cc(C)c2C#N)cc1
→ ?, -19%, -5%
NC(=O)C1CCN(CC(=O)Nc2cccc(C(=O)Nc3cccc(C(F)(F)F)c3)c2)CC1
→ ?, 1%, ?
COc1ccc(CC(=O)Nc2cccc3ccccc23)cc1OC
→ ?, -7%, ?
COc1ccc(CNC(=O)c2ccc3c(c2)CCN3S(=O)(=O)c2ccc(Cl)cc2)cc1
→ 16µM*, -7%, ?
COc1ccc(C2C(C#N)=C(N)Oc3cc(O)ccc32)cc1Cl (centres undefined)
→ ?, -11%, ?
c1ccc(CN2CCN(c3nc(-c4ccccn4)nc4ccccc34)CC2)cc1
→ 2%, -2%, -5%
COc1ccc(-c2nsc3c(N4CCN(S(=O)(=O)c5ccccc5F)CC4)ncnc23)cc1
→ -16%, 0%, -22%
COC(=O)c1nnn(-c2nonc2N)c1CSc1nc2ccccc2s1
→ ?, -6%, ?
CC1CC(C)CN(CC(O)COCc2ccccc2)C1 (centres undefined)
→ 8%, -1%, 16%
COc1ccc2c(CNCc3cccs3)c(C(=O)O)n(Cc3ccccc3C)c2c1
→ 2.9µM*, 0%, ?
COCCN(Cc1ccco1)C(=O)Cn1ncc2c(=O)oc3ccccc3c21
→ 10%, 0%, -1%
CCOc1cc(/C=C2/C(=O)N(c3ccccc3)N=C2C)ccc1OC(=O)c1ccco1
→ ?, -19%, ?
CC(=O)c1ccc(N2CCN(C(=O)COc3ccc(F)cc3)CC2)c(F)c1
→ 16µM*, 0%, ?
CC1CCCN(Cc2nc3c(c(=O)n(C)c(=O)n3C)n2CC(N)=O)C1 (centres undefined)
→ 14%, 3%, -4%
COc1ccc(NC2=C(NC(C)=O)C(=O)c3ccccc3C2=O)cc1
→ 18µM*, -4%, 13µM*
O=C(O)CCC(=O)Nc1ccc(NC(=O)c2ccc(Cl)cc2Cl)c(Cl)c1
→ -6%, -6%, -13%
COc1cccc(OCc2nc3ccccc3n2Cc2ccccc2)c1
→ 18µM*, -17%, ?
CCCCN(C)c1nc(-c2ccco2)c2c(c1C#N)CC(C)(C)OC2
→ ?, -27%, ?
Cc1ccc(-c2ccc(SCC(=O)NC3CCCC3)nn2)cc1
→ ?, -24%, ?
CCOc1cc(/C=N/NC(=O)Cn2nc([N+](=O)[O-])cc2C)cc(Br)c1OCc1ccccc1F
→ ?, 0%, 21µM*
O=C(COc1ccc(Cl)cc1)N(Cc1ccccc1)c1nc(-c2ccccc2)cs1
→ 26µM*, 0%, ?
O=C(NC(=O)N1CCCCC1)c1ccccc1
→ -11%, -1%, 7%
O=C(Cc1ccccc1)N/N=C/c1cccs1
→ -21%, -5%, -8%
O=C(Nc1ccc(O)cc1)C1CCCO1 (centres undefined)
→ 1%, -6%[0.501 µM], -3%
CC(C)C[C@@H](CN=[N+]=[N-])N1CCN(C)CCC1=O
→ -10%&-10%, -6%, 0%&-2%
O=C(O)/C=C/C(=O)c1ccc2c(c1)NC(=O)CO2
→ -10%, -12%, 15%
COc1ccccc1-c1c(-c2ccc(O)cc2O)n[nH]c1C(F)(F)F
→ 2.3µM*, -6%, 5.8µM*
COc1ccc(CCN2C(=NC(=O)C(C)C)SC3CS(=O)(=O)CC32)cc1 (centres undefined)
→ -8%, -5%, -3%
COc1ccccc1CNC(=O)C(CCSC)NC(=O)C1CCC(C)CC1 (centres undefined)
→ -13%, -2%, 8%
CN1CCCc2cc(/C=C/c3ccnc4ccccc34)ccc21
→ 14µM*, ., 11µM*
CN1CCN(c2ccccc2NC(=O)c2cccs2)CC1
→ 2%, -17%, -10%
O=C(CCC(=O)c1ccc(Cl)cc1)OCc1nc2ccsc2c(=O)[nH]1
→ -2%, 1%, -17%
O=C(CSc1nnc(-c2ccc(Cl)cc2)n1Cc1ccco1)c1cccs1
→ 21µM*, -8%, ?
COc1ccc(CNC(=O)C(C)Sc2nc3ccccc3c(=O)n2CC2CCCO2)cc1 (centres undefined)
→ -12%, 1%, -29%
Cn1c(=O)c2[nH]c(-c3ccc(S(=O)(=O)O)cc3)nc2n(C)c1=O
→ -2%&-14%, -25%, 6%&-3%
CCOC(=O)N1CCN(C(=O)CCS(=O)(=O)c2ccc3c(c2)CCN3C(=O)CC)CC1
→ -4%, -3%, -3%
O=S(=O)(c1ccc2nc(-c3ccccc3)[nH]c2c1)N1CCN(c2cccc(Cl)c2)CC1
→ ?, -6%, 2%
COc1cc(OC)c2c(c1)C(=O)c1cc(OC)cc(OC)c1C2=O
→ ?, -1%, -10%
Cc1nc2scc(-c3cccs3)c2c(=O)n1-n1cccc1
→ ?, -1%, -4%
COc1ccc(/C(O)=C2/C(=O)C(=O)N(CCCN(C)C)C2c2cccc(Cl)c2)cc1OC (centres undefined)
→ -1%, 10%, 12%
CCC(=O)N1CCc2cc(S(=O)(=O)CCC(=O)N3CCN(c4cccc(C)c4)C(C)C3)ccc21 (centres undefined)
→ 4.6µM*, -7%, 12µM*
O=C(CN1CCCN(S(=O)(=O)c2ccc(Br)s2)CC1)Nc1ccc(Cl)cc1
→ ?, -13%, ?

3 structures already listed, ordered by SMILES length, highest first.
The line under a structure holds: TDP1 cell noCPT, KAT2A inh, TDP1 cell CPT
O=S(=O)(c1ccc2nc(-c3ccccc3)[nH]c2c1)N1CCN(c2cccc(Cl)c2)CC1
→ ?, -6%, 2%
O=C(CCC(=O)c1ccc(Cl)cc1)OCc1nc2ccsc2c(=O)[nH]1
→ -2%, 1%, -17%
COc1ccccc1CNC(=O)C(CCSC)NC(=O)C1CCC(C)CC1 (centres undefined)
→ -13%, -2%, 8%

Four compounds from above, showing only TDP1 cell CPT.
Compound | TDP1 cell CPT
O=S(=O)(c1ccc2nc(-c3ccccc3)[nH]c2c1)N1CCN(c2cccc(Cl)c2)CC1 | 2%
COc1ccc(N2CCN(c3ncnc4scc(-c5ccc(C)cc5)c34)CC2)cc1 | ?
CCC(=O)N1CCc2cc(S(=O)(=O)CCC(=O)N3CCN(c4cccc(C)c4)C(C)C3)ccc21 (centres undefined) | 12µM*
COc1ccc2c(CNCc3cccs3)c(C(=O)O)n(Cc3ccccc3C)c2c1 | ?

Later entries.
The line under a structure holds: TDP1 cell noCPT, KAT2A inh, TDP1 cell CPT
O=C1CN(C(=O)c2ccc(S(=O)(=O)N3CCCC3)cc2)C(c2ccccc2)c2cc(Br)ccc2N1 (centres undefined)
→ ?, -4%, 15µM*
COc1cc(/C=N/NC(=O)c2cncc(Br)c2)cc([N+](=O)[O-])c1O
→ ?, ?, ?
CN=C(Nc1cc(C)nn1CCC#N)c1ccccc1F
→ -2%, 0%, -24%
O=C(CN1CCN(c2ccc(O)cc2)CC1)Nc1cc([N+](=O)[O-])ccc1Cl
→ 21µM*, -3%, 21µM*
COc1ccc(OCc2cc(C(=O)NCCc3ccccc3)no2)c(Cl)c1
→ 10µM*, 1%, 7.3µM*
c1coc(-c2nnc(NC3=NCCC3)o2)c1
→ -11%, 3%, -20%
COc1ccccc1N(C(=O)c1cncc(Br)c1)c1nc(-c2ccc(C)cc2)cs1
→ 18µM*, -14%, 21µM*
COc1ccccc1Nc1nnc(SCC2CCCCO2)s1 (centres undefined)
→ ?, 1%, 6.5µM*
N#CC(C#N)=C(Nc1ccc(F)cc1)SCc1cccc(Br)c1
→ 2.3µM*, -9%, 2.9µM*
CCC(=O)Nc1sc2c(c1C#N)CCC2
→ -18%, -4%, -7%
CCN(C(=O)c1ccccc1)c1ccc([N+](=O)[O-])cc1
→ -26%, -7%, -15%
CNC(=O)c1c(NC(=O)c2ccc(N3C(=O)CCC3=O)cc2)sc2c1CCC(C)C2 (centres undefined)
→ -20%, ., -23%
CCCN1C(=O)c2[nH]nc(-c3ccc(F)cc3)c2C1c1ccc(O)c(OCC)c1 (centres undefined)
→ ?, -4%, ?
CCN(CC)S(=O)(=O)c1ccc(OC)c(N)c1
→ -12%, -3%, 0%
Cc1ccccc1-c1csc(C(O)c2cccc(Cl)c2)n1 (centres undefined)
→ ?, ., ?

Structural class: the entries above containing a nitro group on carbon (5)
The line under a structure holds: TDP1 cell noCPT, KAT2A inh, TDP1 cell CPT
O=C(O)c1cc(NS(=O)(=O)c2ccc(N3CCCCC3)c([N+](=O)[O-])c2)cc(C(=O)O)c1
→ -11%, -5%, -23%
CCOc1cc(/C=N/NC(=O)Cn2nc([N+](=O)[O-])cc2C)cc(Br)c1OCc1ccccc1F
→ ?, 0%, 21µM*
COc1cc(/C=N/NC(=O)c2cncc(Br)c2)cc([N+](=O)[O-])c1O
→ ?, ?, ?
O=C(CN1CCN(c2ccc(O)cc2)CC1)Nc1cc([N+](=O)[O-])ccc1Cl
→ 21µM*, -3%, 21µM*
CCN(C(=O)c1ccccc1)c1ccc([N+](=O)[O-])cc1
→ -26%, -7%, -15%

Later entries
The line under a structure holds: TDP1 cell noCPT, KAT2A inh, TDP1 cell CPT
Clc1ccc(-c2nc3ccccc3[nH]2)cn1
→ -20%, 1%, 1%
O=C(CNCc1cccc(Cl)c1)N1CCc2ccccc2C1
→ 5%, 2%, -22%
O=C(Cn1ncn2c(cc3ccccc32)c1=O)NCc1ccco1
→ 0%, -21%, -14%
O=C(Cn1cnc([N+](=O)[O-])c1)c1ccc(F)cc1
→ ?, -14%, ?
Cc1cc(C=Nc2ccc(/C=C/c3ccnc4ccccc34)cc2)ccc1N(C)C
→ 18µM*, ., 16µM*
CC(=O)Nc1ccc(NC(=O)c2cccc(Oc3ccccc3)c2)cc1
→ ?, -4%, -26%
COC(=O)c1cn(NC(=O)Cn2nc([N+](=O)[O-])c(Br)c2C)c(=O)c2ccccc12
→ 3%, -3%, -5%
Cc1ccc(C)c(NC(=O)CSc2ncnc3nc[nH]c23)c1
→ -9%, ?, -15%
CCN(C(=O)CSc1ccc(S(=O)(=O)N2CCOCC2)cn1)c1ccccc1
→ 16µM*, -5%, ?
COc1cccc(CN2CC(C(=O)NCCc3ccccc3C(F)(F)F)CCC2=O)c1 (centres undefined)
→ 5%, -22%, -29%
CCC1(C(=O)OC)NC(c2ccco2)C2C(=O)N(c3ccc(F)cc3)C(=O)C21 (centres undefined)
→ 5%, -10%, 4%
Cc1cccc2cc(CN(Cc3ccco3)C(c3nnnn3CCc3ccccc3)C(C)C)c(=O)[nH]c12 (centres undefined)
→ 15µM*, -8%, ?
